Screens: PubChem, National Center for Advancing Translational Sciences (NCATS)
FBPA Giardia inh: inhibitors of Giardia lamblia fructose-1,6-bisphosphate aldolase; A8B2U2; actives 0.71% (n = 290,000); AID 2451; purified Giardia FBPA; Potency, µM (top dose mostly 59.6 µM), without a hit: top-dose activity, negative = inhibition, usual class: inhibitors; active = well fitted inhibition curve with a large enough effect; inconclusive = small, poorly fitted or top-dose-only effect, or effect the other way; note: nearly all actives have a fitted effect of over 55% in size
Target sequence (A8B2U2 whole entry, looked up): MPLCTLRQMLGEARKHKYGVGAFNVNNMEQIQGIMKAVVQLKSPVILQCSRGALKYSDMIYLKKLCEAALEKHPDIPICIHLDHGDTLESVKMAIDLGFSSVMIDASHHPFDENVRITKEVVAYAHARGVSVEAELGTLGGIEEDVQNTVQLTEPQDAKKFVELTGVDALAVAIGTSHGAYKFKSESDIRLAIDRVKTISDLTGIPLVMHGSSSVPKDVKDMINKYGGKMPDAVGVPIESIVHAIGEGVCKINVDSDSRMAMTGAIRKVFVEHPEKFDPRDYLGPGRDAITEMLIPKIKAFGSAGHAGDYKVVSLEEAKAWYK
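40 nM FBPA preincubated 10 min at RT with compound (up to 57.5 uM final), then substrate plus GAPDH/TPI/NAD/arsenate coupling and diaphorase/resazurin added. Fluorescence read after 20 min at RT, 525/598 nm.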
Numbers without * were called inactive; ? = inconclusive; & = joins results of further samples; [ ] = remark or other dose. % is set by controls: 0 for no effect and ±100 for the full control effect; potency is the fitted concentration of half-maximal effect. A portion of the library. The share of hits here may be higher or lower than overall.

SMILES	FBPA Giardia inh
C=Cc1c(C)/c2[n-]/c1=C\c1[n-]c(c(CC)c1C)/C=c1\[n-]c3c(c1C)C(=O)C(C(=O)[O-])C=3c1[n-]c(c(C)c1CCC(=O)[O-])\C=2.[Cu].[Na+].[Na+] (stereo not given)	14µM*
CCCn1c(C)nc2c(N(CCN(CC)CC)CCN(CC)CC)nc(C)nc21	0%
COc1ccc(-n2c(=O)c(-c3ccc(F)c(F)c3)nc3cncnc32)cc1	-1%
CC(N)CCCC(C)(C)O (stereo not given)	0%
C=CCN1CCC2(C)c3cc(O)ccc3C[C@H]1[C@H]2C	-5%
COCC(=O)N1CCC[C@@]2(CCN(Cc3cc(C(F)(F)F)cc(C(F)(F)F)c3)C2)C1	2%
O=C(N[C@H]1CCCc2ccccc21)O[C@@H]1C(=O)c2cc(Br)ccc2O[C@H]1c1ccc2c(c1)OCO2	1%
CC(=O)OC1C[C@]2(C)[C@@H](CC(O)C3[C@]4(C)CCC(O)C(C)[C@@H]4CC[C@]32C)/C1=C(/CCC=C(C)C)C(=O)O (stereo not given in full)	7%
C[N+]1([O-])[C@@H]2CC[C@H]1CC(OC(=O)[C@@H](CO)c1ccccc1)C2 (stereo not given in full)	-2%[21.7 µM]
COc1cccc([C@@H]2Oc3ccc(Br)cc3C[C@H]2OC(=O)Nc2ccc(C)c(Br)c2)c1	0%
CCCCCCC(C)OC(=O)COc1ccc(Cl)cc1Cl (stereo not given)	0%
COc1ccc(NC(=O)N2CC3(CCN(C(=O)c4ccncc4)CC3)C2)cc1	1%
CC1(C)C(=O)C(c2ccccc2)=C2CN3C(=O)N(CCc4ccccc4)C(=O)C3(Cc3ccccc3)C=C21 (stereo not given)	-8%
C=C(C)C(=O)C1CCCCC1	1%
OCC1O[C@H](O)C(Cl)C(O)C1O (stereo not given in full)	-2%
Cc1ccccc1CNc1ncnc2c1ncn2C1OC(CO)C(O)C1O (stereo not given)	-1%
O=c1cnc2cnc(Oc3ccccc3)nc2n1C1CC1	-5%
CN1CCN(c2ncncc2-c2ccccc2C(F)(F)F)CC1	6%
Cc1cc(C(=O)O)sc1C(N)C(=O)O (stereo not given)	-11%
O=C(c1csnn1)N1CCC2(CC1)CCN(c1ccccn1)CC2	-10%
O=c1c(-c2ccc(O[C@@H]3O[C@H](CO)[C@@H](O)[C@H](O)[C@H]3O)cc2)coc2cc(O)cc(O)c12	0%
COC(=O)C1=C(C)N(Cc2ccccc2)C2=C3C(=O)CCCC3[C@@](O)(C(=O)OC)C(=O)N2C1c1ccccc1 (stereo not given in full)	5%&-1%[12.9 µM]
COC(=O)N1CCC2(CCN(Cc3ccccc3OC)CC2)CC1	2%
NNc1nncc2ccccc12	5µM*
N#CCCn1c(=O)c(-c2ccc(Cl)cc2)nc2cnc(Oc3ccccc3)nc21	9%

The closing six records of the section before are carried over, then new ones follow:
SMILES	FBPA Giardia inh
O=C(c1csnn1)N1CCC2(CC1)CCN(c1ccccn1)CC2	-10%
O=c1c(-c2ccc(O[C@@H]3O[C@H](CO)[C@@H](O)[C@H](O)[C@H]3O)cc2)coc2cc(O)cc(O)c12	0%
COC(=O)C1=C(C)N(Cc2ccccc2)C2=C3C(=O)CCCC3[C@@](O)(C(=O)OC)C(=O)N2C1c1ccccc1 (stereo not given in full)	5%&-1%[12.9 µM]
COC(=O)N1CCC2(CCN(Cc3ccccc3OC)CC2)CC1	2%
NNc1nncc2ccccc12	5µM*
N#CCCn1c(=O)c(-c2ccc(Cl)cc2)nc2cnc(Oc3ccccc3)nc21	9%
O=C(Nc1ccccc1)[C@@]12C[C@@H]1/C(=N/O)c1ccccc1O2	-10%
NC(Cc1cc(I)c(Oc2cc(I)c(O)c(I)c2)c(I)c1)C(=O)O (stereo not given)	-1%
CN1CCC2(CCN3CCc4c(oc5ccccc45)C3C2)N(C)C1=O (stereo not given)	-3%
c1ccc(C(c2ccccc2)N2CCCC3(CCNCC3)C2)cc1	7%
COc1cccc([C@@H]2Oc3ccc(OC)cc3C(=O)[C@H]2OC(=O)NCCc2ccc(OC)c(OC)c2)c1	3%
COc1ccc(Oc2ncc3ncc(=O)n(Cc4cccs4)c3n2)cc1	-16%
CC(C)(S)[C@H](N)C(=O)O	-11%
CCNc1ncc2nc(-c3ccc(OC)cc3)c(=O)n(CCc3ccccc3)c2n1	6%
CS(=O)(=O)Nc1c(O)ccc2c1CCC[C@H]2C1=NCCN1	1%
O=C(Nc1ccccc1)N1CC2(CCN(S(=O)(=O)c3ccccc3)CC2)C1	4%
COc1ccc(CNc2ncnc3ccc(-c4cccc(NS(C)(=O)=O)c4)cc23)c(OC)c1	1%
COC(=O)N1[C@H](Cc2ccccc2)C=C[C@]1(C)C(=O)NCc1ccc(N(C)C)cc1	0%
COc1ccc2[nH]cc(CCNc3ncnc4ccc(-c5c(C)noc5C)cc34)c2c1	5%
Cc1noc(C)c1C(=O)N1CCC2(CCN(Cc3ccccc3)CC2)CC1	6%
COc1ccc(OC2C=CC(c3ccccc3)OC2CO)cc1 (stereo not given)	-3%[12.9 µM]
O=C(c1cccc(F)c1)N1CCC2(CC1)CN(c1ncccn1)C2	4%
Cc1nc2cnc(N(C)C)nc2n(C[C@H]2CCCO2)c1=O	1%
O=c1c(-c2ccc(Cl)cc2)nc2cnc(Nc3ccccc3)nc2n1C[C@H]1CCCO1	7%
c1ccc(CNc2nc(-c3ccc4c(c3)OCO4)nc3ccccc23)cc1	-14%
CCC1=C2CC[C@H]3C(=O)N(c4ccccc4)C(=O)[C@H]3[C@H]2[C@@]2(Cc3ccccc3)C(=NCC3CC3)OC(=O)N2C1=O	4%
CCN(CC)CCCC(C)n1c(-c2ccccc2)nc2c(NC3CCCCC3)nc(C)nc21 (stereo not given)	6%
COc1ccc(-c2nc3cnc(OC)nc3n(Cc3ccc(F)cc3)c2=O)cc1	-1%
COc1ccc(-c2nc3c(c4c2C[C@H](c2ccccc2)OC4)CN(C(=O)C2CCCCC2)CC3)c(C)c1	6%[12.9 µM]
COc1ccccc1-c1cc(Nc2ccc(F)cc2)ncn1	0%
COC1C(O)CC(=O)OC(C)C/C=C/C=C/[C@@H](OC2CCC(N(C)C)C(C)O2)C(C)C[C@@H](CC=O)[C@@H]1O[C@H]1OC(C)[C@H](O[C@@H]2C[C@@](C)(O)C(O)C(C)O2)C(N(C)C)C1O (stereo not given in full)	-3%
SMILES	FBPA Giardia inh
CCNc1ncc2nc(-c3cccc(C#N)c3)c(=O)n(C)c2n1	0%
CN1CCN(c2ncc3nc(-c4cccs4)c(=O)n(Cc4cccs4)c3n2)CC1	-13%
CO[C@@H]1COC(=O)[C@H](COCc2ccccc2)NC(=O)C/C=C\[C@@H](C)[C@H](OC)COC(=O)[C@@H](C)NC(=O)C/C=C\[C@H]1C	1%[12.9 µM]
C[C@@](N)(C(=O)O)c1ccc(C(=O)O)cc1	0%&-2%
COc1cccc([C@@H]2Oc3ccc(OC)cc3C[C@H]2OC(=O)NCc2ccco2)c1	4%
N#Cc1ccc(CN2CCC3(CC2)CCN(S(=O)(=O)c2ccccc2)CC3)cc1	0%
CC(C)C1NC(=O)[C@H](CCCCN)NC(=O)[C@@H](Cc2c[nH]c3ccccc23)NC(=O)[C@H](Cc2ccc(O)cc2)NC(=O)[C@H](C)N(C)C(=O)[C@H](Cc2ccccc2)NC1=O (stereo not given in full)	-1%
NCCC[C@@H](CC(=O)N[C@@H]1CCCC[C@H]1C(=O)N[C@H](CC(=O)N[C@@H](CCC(=O)O)CC(=O)O)Cc1ccccc1)NC(=O)C[C@H](CO)NC(=O)[C@@H]1CCCC[C@H]1N	-27%
CC(C)NC(=O)N1CC2(CCN(S(=O)(=O)c3ccccc3)CC2)C1	8%
CN(C)Cc1ccccc1-c1ccc2ncnc(N(C)C)c2c1	1%
COc1ccc(C(=O)C2C3C4COC(O4)C(=O)C3C3C=Cc4ccccc4N32)c(OC)c1 (stereo not given)	?
Cc1ccc(C(O)C2=CCCC2=O)cc1 (stereo not given)	1%
CC(C)C[C@@H](CC(=O)N[C@@H](CCC(=O)O)CC(=O)O)NC(=O)[C@@H]1CCCC[C@H]1NC(=O)C[C@H](CCCN)NC(=O)C[C@H](CO)NC(=O)[C@@H]1CNCC[C@H]1N	0%
Cc1ccc(CNC(=O)[C@H](C)[C@H]2C[C@]2(C)[C@H](NC(=O)OCc2ccccc2)c2ccccc2)c(F)c1F	-1%
OCC1OC(n2cnc3c(=S)nc[nH]c32)C(O)C1O (stereo not given)	4.5µM*
O=C(c1cccc(F)c1)N1CCC2(CC1)CCN(c1ccncc1)CC2	6%
COCC(=O)N1CCC[C@@]2(CCN(c3ccccn3)C2)C1	-8%
CO[C@H]1COC(=O)[C@@H](C)NC(=O)C/C=C\[C@@H](C)[C@H](OC)COC(=O)C/C=C\[C@@H]1C	6%[12.9 µM]
CCCN1[C@H](C(=O)OC)C[C@@]2(O)[C@@H](O)[C@@H](O)[C@@H](O)C[C@@H]12	-24%
CN(C)C1C(=O)C(C(N)=O)=C(O)[C@@]2(O)C(=O)C3=C(O)c4c(O)ccc(Cl)c4C(O)[C@H]3C[C@@H]12 (stereo not given in full)	-15%
C=CCOC(=O)N[C@H](/C(C(=O)OC)=C(\C)NCc1ccccc1)c1cccc(OC)c1	-2%
COc1ccc(-n2c(=O)c(-c3ccccc3)nc3cncnc32)cc1	-2%
CCC[C@@H]1C[C@@]1(CCC)C(NP(=O)(c1ccccc1)c1ccccc1)c1ccc(Cl)cc1 (stereo not given in full)	-3%
O=c1[nH]cnc2c1ncn2C1CC(O)C(CO)O1 (stereo not given)	1%
C=C1CCC2C(C)(CO)C(O)CCC2(C)C1C/C=C1\C(=O)OCC1O (stereo not given)	9%

Reprinted from the results shown (seven entries):
SMILES	FBPA Giardia inh
CCNc1ncc2nc(-c3cccc(C#N)c3)c(=O)n(C)c2n1	0%
CN1CCN(c2ncc3nc(-c4cccs4)c(=O)n(Cc4cccs4)c3n2)CC1	-13%
CO[C@@H]1COC(=O)[C@H](COCc2ccccc2)NC(=O)C/C=C\[C@@H](C)[C@H](OC)COC(=O)[C@@H](C)NC(=O)C/C=C\[C@H]1C	1%[12.9 µM]
C[C@@](N)(C(=O)O)c1ccc(C(=O)O)cc1	0%&-2%
COc1cccc([C@@H]2Oc3ccc(OC)cc3C[C@H]2OC(=O)NCc2ccco2)c1	4%
N#Cc1ccc(CN2CCC3(CC2)CCN(S(=O)(=O)c2ccccc2)CC3)cc1	0%
CC(C)C1NC(=O)[C@H](CCCCN)NC(=O)[C@@H](Cc2c[nH]c3ccccc23)NC(=O)[C@H](Cc2ccc(O)cc2)NC(=O)[C@H](C)N(C)C(=O)[C@H](Cc2ccccc2)NC1=O (stereo not given in full)	-1%

(next part)
SMILES	FBPA Giardia inh
CO[C@H]1COC(=O)[C@H](C)NC(=O)C/C=C\[C@@H](C)[C@H](OC)COC(=O)C/C=C\[C@@H]1C	1%[12.9 µM]
COC(=O)NC(CC(C)=O)c1cccc(C(F)(F)F)c1 (stereo not given)	1%[12.9 µM]
CC(C)CCCC(C)C1CCC2C3=CC[C@@H]4CC(O)CC[C@@]4(C)C3CC[C@]21C (stereo not given in full)	-4%
CN1C(=O)CCS(=O)(=O)C1c1ccc(Cl)cc1 (stereo not given)	3%&0%
CC(=O)N1CCC2(CC1)CCN(C(=O)Nc1cccc(F)c1)CC2	3%
CC(=O)N(O)[C@@H]1c2cc(C#N)ccc2OC(C)(C)[C@H]1O	-1%
COC(=O)CC1C2(C)CC34OC5(C)O[C@@]6(C7/C(=C(/O)C(C)C)C(=O)OC(c8ccoc8)[C@]7(C)C(OC(C)=O)C(OC(C)=O)[C@]6(O5)[C@@]13C)C(OC(C)=O)[C@]4(O)C2OC(=O)C(C)C (stereo not given in full)	-1%
CC(C)[C@H](NC(=O)OC(C)(C)C)[C@@H](O)CC(=O)C(C)(C)C	0%[12.9 µM]
CCN1CCN(C(=O)N[C@H](C(=O)N[C@@H]2C(=O)N3[C@@H]2SC(C)(C)[C@@H]3C(=O)O)c2ccccc2)C(=O)C1=O	-1%[21.7 µM]
CCCCNc1nc(C)nc2c1nc(-c1ccccc1)n2CCCN(CC)CC	3%
O=c1cc(O)cc(/C=C/c2ccc(O)c(O)c2)o1	-7%
CS(=O)(=O)N1CCC2(CC1)CN(C(=O)Nc1cccc(F)c1)C2	1%
CN(C)CCCc1cc(C(=O)Nc2ccc(-c3ccncc3)cc2)ccc1O	6%
CC(=O)O[C@H]1C[C@@H]2CCC3C(CC[C@@]4(C)[C@H]3C[C@H]([N+]3(C)CCCCC3)[C@@H]4OC(C)=O)[C@@]2(C)C[C@@H]1[N+]1(C)CCCCC1 (stereo not given in full)	-1%
CCC(C)C(=O)OC1CC(O)C=C2C=CC(C)C(CCC(O)CC(O)CC(=O)O)C21 (stereo not given)	-25%
COCCn1c(=O)c(CCc2ccccc2)nc2cnc(Nc3ccccc3)nc21	8%
Oc1ccc2c3c1O[C@H]1c4[nH]c5c(c4C[C@@]4(O)[C@@H](C2)N(CC2CC2)CC[C@]314)C[C@@]1(O)[C@H]2Cc3ccc(O)c4c3[C@@]1(CCN2CC1CC1)[C@H]5O4	-7%
CCCCc1nc2c(c3c1C[C@H](C)OC3)CN(C(=O)Cc1cccc(OC)c1)CC2	1%[12.9 µM]
c1cc(CN2CC3(CCNCC3)C2)ccn1	0%
COc1ccccc1-c1ccc2ncnc(N(C)Cc3ccco3)c2c1	-6%
CCCC/C=C/C(NC(=O)c1ccccc1)c1ccccc1 (stereo not given)	7%
